Screens as filed in PubChem BioAssay.
hcDAF12 agonist: activators of H. contortus DAF-12 nuclear receptor | HEK293 hcDAF-12 lit1-tk-luc reporter, luminescence; 0% DMSO, 100% Δ7-dafachronic acid | activation, % at 6.8 µM | hit rate 1.4% among 370,000;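 active means activation above the mean of all tested compounds plus 3 SD, cut at about 5.5% in these data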;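 further: 100% = response to 3 µM Δ7-dafachronic acid high control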
hgDAF-12 ag: activates the H. glycines DAF-12 receptor ligand-binding domain. HEK293 GAL4-hgDAF12 UAS-luciferase reporter, agonist luminescence; normalized to butyrate control. hit rate 1.8% among 370,000. AID 687014. activation, % at 6.8 µM;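 active means activation above a cutoff set at the mean of all screened compounds plus 3 SD, cut at about 10% in these data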;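 further: 0% = DMSO wells and 100% = sodium butyrate wells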
DAX1 inh-1: blocks DAX1 repression of SF-1 activated StAR promoter; HEK293T StAR-luciferase reporter, SF-1/DAX-1 repression relief; inhibition, % at 6.8 µM; hit rate 1.1% among 370,000; AID 652010;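 active means inhibition above the mean over all tested compounds plus 3 SD, cut at about 3.6% in these data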;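 further: 0% = DAX-1 cells with DMSO and 100% = cells lacking DAX-1 with DMSO; higher inhibition means more luminescence from relief of DAX-1 repression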
PG9 Ab binder: small molecules binding HIV-1 gp120 antibody PG9; TR-FRET gp120-PG9 antibody binding; inhibition, % at 6.7 µM; hit rate 0.43% among 360,000; AID 624416; in the data active means inhibition above about 8.5%
ssDAF12 agonist: S. stercoralis DAF-12 activation, primary screen | activation, % at 6.8 µM | HEK293 ssDAF-12/GRIP1 lit1-tk-luc reporter, luminescence; % of 3 µM dafachronic acid response | hit rate 1% among 370,000;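 active means activation above the mean over all tested compounds plus 3 SD, cut at about 0.9% in these data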;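 further: 0% = DMSO-only wells and 100% = 3 µM delta7-dafachronic acid wells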
DAX1 inh-2: inhibitors of human orphan nuclear receptor DAX1 (NR0B1). HEK293 Gal4-DAX1 luciferase reporter, luminescence. AID 504766. hit rate 0.99% among 340,000. inhibition, % at 6.75 µM;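 active means inhibition above the mean over all tested compounds plus 3 SD, cut at about 4.2% in these data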;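 further: 0% = DAX1-transfected cells with DMSO and 100% = empty-vector control cells with DMSO; inhibition shows as a rise in luminescence from relieved DAX1 repression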
Target sequence (P51843 207-470 limits assumed): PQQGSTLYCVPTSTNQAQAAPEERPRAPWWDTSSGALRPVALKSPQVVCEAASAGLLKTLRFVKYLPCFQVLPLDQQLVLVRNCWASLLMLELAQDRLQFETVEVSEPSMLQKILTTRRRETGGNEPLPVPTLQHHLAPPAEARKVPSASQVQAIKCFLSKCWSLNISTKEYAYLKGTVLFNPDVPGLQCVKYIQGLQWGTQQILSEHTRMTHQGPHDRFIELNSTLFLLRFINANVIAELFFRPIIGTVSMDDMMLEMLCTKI
NR1D1 modulator: modulates human Rev-erb alpha binding to DNA | Rev-erbα–FITC-DNA binding, fluorescence polarization, 90 min | activity, % at 10 µM | hit rate 0.79% among 370,000 | AID 1259318;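 active means activity above about 14%, limit read from the data; passing the limit was not always enough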;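 further: 0% = DMSO wells with 35 nM protein and 100% = DMSO wells with 750 nM protein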
SMARCA2 activ: SMARCA2 function activation, primary screen; AID 652017; activation, % at 9.1 µM; hit rate 1% among 370,000; MG213 cells, MMTV-luciferase reporter, dexamethasone, overnight; in the data active means activation above about 7.8%;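 further: 0% = vehicle wells and 100% = reference activator wells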
sPLA2-III inh: Blocks human group III sPLA2 activity. hit rate 0.56% among 370,000. inhibition, % at 12.2 µM. Q9NZ20. QFRET BODIPY PC-A2 liposome hydrolysis, fluorescence;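 active means inhibition above mean plus 3 SD of compounds lying within the high and low control bounds, cut at about 19% in these data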;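 further: 0% = median of test compound wells and 100% = no enzyme DMSO wells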
Target sequence (Q9NZ20 whole entry, looked up): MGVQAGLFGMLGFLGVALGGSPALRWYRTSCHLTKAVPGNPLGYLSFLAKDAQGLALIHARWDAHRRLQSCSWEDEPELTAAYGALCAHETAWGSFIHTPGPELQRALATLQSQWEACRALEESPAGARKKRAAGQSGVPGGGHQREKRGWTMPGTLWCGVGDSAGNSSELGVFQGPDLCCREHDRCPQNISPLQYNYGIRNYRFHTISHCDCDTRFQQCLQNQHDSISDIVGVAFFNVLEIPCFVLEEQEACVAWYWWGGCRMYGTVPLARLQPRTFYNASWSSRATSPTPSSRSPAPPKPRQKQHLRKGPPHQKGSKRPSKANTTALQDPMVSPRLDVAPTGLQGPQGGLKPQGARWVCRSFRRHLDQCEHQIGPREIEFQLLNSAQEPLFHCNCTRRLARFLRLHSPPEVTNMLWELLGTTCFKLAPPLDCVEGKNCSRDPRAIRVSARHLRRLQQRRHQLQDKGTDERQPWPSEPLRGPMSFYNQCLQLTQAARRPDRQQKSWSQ
PLCb3 inh: PLC-beta3 (human) inhibition, primary screen; Q01970; Purified PLC-beta3, fluorogenic substrate, fluorescence; inhibition, % at 12.2 µM; hit rate 0.18% among 370,000; in the data active means inhibition above about 11%;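 further: 0% = median of compound wells on plate and 100% = full blocker control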
GAA850 FXN act: activators of GAA850 frataxin (FXN) promoter | HEK293 lucGAA850 FXN promoter luciferase reporter, 24 h; percent of 10 µM SAHA response | activation, % at 6 µM | hit rate 0.56% among 360,000 | AID 540364;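 active means activation above the average of all compounds screened plus 3 SD, cutoff fixed separately per campaign, cut at about 7.5% in these data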;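 further: 0% = DMSO wells and 100% = 10 µM SAHA wells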
Active calls of the source: *; . = no result given.

#1 Cc1c(Cl)cccc1NC(=O)CNc1cccc(C(F)(F)F)c1
#2 COC(=O)C1(C(=O)OC)NOC2C(=O)N(N(C)c3ncc(C(F)(F)F)cc3Cl)C(=O)C21 (stereo not drawn)
#3 Cc1cccc(-c2cccc3c4c([nH]c23)[C@@H]2C[C@H](N(C)C(=O)Nc3ccccc3)[C@H]([C@H](C)O)CN2CC4)c1
#4 CCCCNC(=O)C1c2ccccc2OCC(=O)N1CCc1ccccc1 (stereo not drawn)
#5 COC(CC(=O)NNC(=S)Nc1ccc(Cl)cc1)OC
#6 O=c1c(Br)c(N2CCCCC2)cnn1-c1ccccc1
#7 CC(Sc1nc(N)cc(N)n1)C(=O)Nc1ccc(N2CCOCC2)cc1 (stereo not drawn)
#8 CS(=O)(=O)NCCNc1ccc(Cl)cc1[N+](=O)[O-]

compound no.,1,2,3,4,5,6,7,8
hcDAF12 agonist,-3.1,-0.9,-0.6,-2.0,-0.3,3.4,-1.1,0.4
hgDAF-12 ag,1.5,-1.3,-1.4,0.2,1.4,13*,-0.7,-2.7
DAX1 inh-1,0.2,0.8,0.0,-0.1,-0.4,4.6*,0.3,-0.2
PG9 Ab binder,-2.3,1.0,.,-0.8,-1.2,-1.2,0.8,-1.6
ssDAF12 agonist,-1.0,-1.6,-1.5,-0.4,-0.1,-0.6,-1.4,-1.6
DAX1 inh-2,-0.6,0.5,.,.,0.4,4.5*,0.2,-0.1
NR1D1 modulator,-1,-7,0,-6,-6,2,2,8
SMARCA2 activ,-2,-5,5,-3,0,8.7*,-5,-1
sPLA2-III inh,1,-11,-1,3,11,-3,1,1
PLCb3 inh,2,-5,-48,5,-1,3,-5,2
GAA850 FXN act,-2.4,2.0,.,.,0.2,3.8,-0.2,1.6

#9 COc1ccccc1C(=O)C1CCCN(C(=O)c2cccc(Cn3cccn3)c2)C1 (stereo not drawn)
#10 NC(=O)CN1C(=O)C(O)(CC(=O)/C=C\c2ccc3c(c2)OCO3)c2ccccc21 (stereo not drawn)
#11 Cn1c(=O)c([N+](=O)[O-])c(NCc2ccc3c(c2)OCO3)c2ccccc21
#12 N/C(=N\OC(=O)c1ccc(Cl)cc1[N+](=O)[O-])c1ccccn1
#13 CN(CCc1ccccc1)C(=O)c1ccc(NC(=O)Cc2ccc(NC(=O)C3CCN(C(=O)c4ccccc4)CC3)cc2)cc1
#14 COc1ccc(CC(=O)Nc2ccc(S(=O)(=O)Nc3cc(OC)nc(OC)n3)cc2)cc1
#15 CCCCN(CCCC)C(=O)c1cc(Cl)ccc1[N+](=O)[O-]
#16 COCCN(CCOC)C(=O)c1ccc(NS(=O)(=O)c2ccc3c(c2)OCCO3)cc1

compound no.,9,10,11,12,13,14,15,16
hcDAF12 agonist,-2.7,-0.2,2.2,8.6*,-1.1,-2.2,-1.1,1.8
hgDAF-12 ag,-2.6,-4.1,1.6,12*,-0.6,-1.5,-0.9,-0.2
DAX1 inh-1,0.1,-0.1,0.1,1.1,-0.5,0.1,-0.3,-1.6
PG9 Ab binder,-1.6,-1.0,-3.3,-1.2,-1.1,-0.2,-1.8,-0.4
ssDAF12 agonist,-1.6,-1.1,-0.7,0.2,-0.9,-1.4,-1.6,-0.5
DAX1 inh-2,-0.2,-0.4,.,3.3,-1.4,-0.5,-0.4,-0.1
NR1D1 modulator,-8,-2,6,11,1,8,4,-1
SMARCA2 activ,-1,1,-2,5,-3,-2,7,-2
sPLA2-III inh,-9,6,-5,-2,-17,-13,0,8
PLCb3 inh,-5,-12,-11,-4,4,-5,4,-6
GAA850 FXN act,-0.5,-2.0,1.7,2.5,-0.6,0.1,0.5,1.7

#17 CN(C)c1ccc(C2CC(=O)NC3=C2C(=O)CC(C)(C)C3)cc1 (stereo not drawn)
#18 Cc1ccnc2nc(C(=O)OCC(=O)N(Cc3ccccc3)C(C)(C)C)nn12
#19 O=C(c1ccc(N2CCN(CCO)CC2)nc1)N1CCOCC1
#20 Cn1c(C=O)c(C#CC(C)(C)O)c2ccccc21
#21 COc1cc(-c2n[nH]c(=S)n2Cc2ccccc2)cc(OC)c1OC
#22 Cn1ncc2c(=S)[nH]c(=S)[nH]c21
#23 O=C(c1ccc(N2CCCC2)c([N+](=O)[O-])c1)N1CCN(S(=O)(=O)c2ccccc2)CC1
#24 O=C1C=C(c2ccccc2)C(c2ccccc2)C1O (stereo not drawn)

compound no.,17,18,19,20,21,22,23,24
hcDAF12 agonist,0.5,-1.6,-0.4,0.7,-1.5,0.3,-3.5,0.5
hgDAF-12 ag,-0.9,0.1,0.4,2.9,1.7,0.1,0.9,-1.0
DAX1 inh-1,0.4,0.1,-0.3,1.4,0.0,0.9,0.3,-0.3
PG9 Ab binder,-1.1,-1.0,-3.5,-0.5,-1.0,7.6,0.4,0.0
ssDAF12 agonist,-0.6,-1.4,-0.8,-0.7,-0.8,-0.6,-1.3,-0.8
DAX1 inh-2,0.0,-0.2,-0.8,-0.5,-0.2,.,-0.6,0.7
NR1D1 modulator,1,-2,0,0,-2,-1,4,1
SMARCA2 activ,2,-3,2,3,-2,-2,-1,0
sPLA2-III inh,5,11,2,3,18,11,0,-1
PLCb3 inh,-6,-7,1,-50,-7,-1,-6,5
GAA850 FXN act,0.2,-0.2,1.8,-0.5,3.5,.,1.6,0.5

Just DAX1 inh-1, hcDAF12 agonist and GAA850 FXN act, for 2 of the compounds above:
| nr | Compound | DAX1 inh-1 | hcDAF12 agonist | GAA850 FXN act |
| --- | --- | --- | --- | --- |
| 20 | Cn1c(C=O)c(C#CC(C)(C)O)c2ccccc21 | 1.4 | 0.7 | -0.5 |
| 21 | COc1cc(-c2n[nH]c(=S)n2Cc2ccccc2)cc(OC)c1OC | 0.0 | -1.5 | 3.5 |

Additional records
#25 CC1=CC[C@@]23CCCN2C(=O)CCC[C@H]3C1
#26 COc1cccc(CNC(=O)C2CCCN(S(C)(=O)=O)C2)c1 (stereo not drawn)
#27 COc1ccc(C(=N/O)/C(=N/O)c2ccc(OC)cc2)cc1
#28 O=C(COc1cccc(C(F)(F)F)c1)NNC(=O)c1ccc(=O)[nH]c1
#29 COc1cccc(C(c2sc3ncnn3c2O)N2CCc3ccccc3C2)c1 (stereo not drawn)
#30 O=C1CCC[C@@H]2Cc3nc4ccc(Cl)cc4cc3[C@@H]3CCN1[C@H]23
#31 O=C(Nc1ccc(Oc2cccc(C(F)(F)F)c2)nc1)c1ccccc1
#32 CC(=O)Nc1ccc(NC(=S)NC(=O)c2cc3ccccc3o2)cc1

compound no.,25,26,27,28,29,30,31,32
hcDAF12 agonist,0.1,-2.1,4.2,-1.2,0.1,3.1,-1.2,1.4
hgDAF-12 ag,7.1,0.2,4.8,-3.8,1.6,-0.5,-2.2,3.3
DAX1 inh-1,0.2,0.1,0.6,-0.4,2.4,0.3,-1.2,0.2
PG9 Ab binder,1.6,1.3,-0.8,2.2,1.3,2.9,-1.2,-1.5
ssDAF12 agonist,-1.1,-1.1,0.4,-1.0,-1.3,-1.0,-1.3,-1.2
DAX1 inh-2,0.9,0.9,-0.8,0.8,1.4,3.1,-2.2,-0.3
NR1D1 modulator,5,-1,0,3,1,-1,4,-3
SMARCA2 activ,-4,-1,-4,-2,-3,0,-5,-2
sPLA2-III inh,4,0,-10,-9,-61,1,-2,11
PLCb3 inh,3,0,4,-6,3,-8,-7,2
GAA850 FXN act,-0.3,0.7,-0.9,-0.5,-1.8,2.9,-0.1,4.0

#33 CCOc1ccc(N(C)S(=O)(=O)c2cc(-c3cc(C)no3)ccc2OC)cc1
#34 CCCN1CCN(C(=O)Cn2nc(C)n3c(cc4c(OC)cccc43)c2=O)CC1
#35 Cc1cc(SCC(=O)N(C)C2CCS(=O)(=O)C2)nc2c(C)cccc12 (stereo not drawn)
#36 Cc1nc2ccc(S(=O)(=O)NCC(=O)N3CCC(C)CC3)cc2s1
#37 O=C(Nc1nc2c(s1)CCc1ccccc1-2)c1ccco1
#38 C/C(CC(=O)Nc1ccccc1Br)=N\NC(=O)C(=O)N1CCCC1
#39 COC(=O)C1=C(C)N(Cc2ccccc2)C(=O)/C1=C\c1ccco1
#40 O=C(c1cc(-c2cccc(Cl)c2)nc2ccccc12)N1CCN(c2ccccn2)CC1

compound no.,33,34,35,36,37,38,39,40
hcDAF12 agonist,-4.0,0.5,-1.3,-1.1,2.9,-1.4,-1.0,-2.5
hgDAF-12 ag,-3.5,0.9,-1.3,2.6,7.3,2.8,-0.8,-3.4
DAX1 inh-1,-0.8,1.1,-0.6,-0.2,-0.5,-0.2,-0.6,-3.0
PG9 Ab binder,-2.2,-1.9,3.8,-1.4,0.5,0.3,-1.9,-1.1
ssDAF12 agonist,-1.9,-0.8,-1.2,-0.9,0.3,-1.4,-1.8,-1.7
DAX1 inh-2,-0.4,-0.8,0.1,0.1,1.4,0.6,-3.1,0.0
NR1D1 modulator,0,4,4,2,3,3,5,0
SMARCA2 activ,-5,-3,2,0,3,-2,5,-2
sPLA2-III inh,-11,5,5,-1,-17,-2,-3,-6
PLCb3 inh,-10,-297,2,3,-46,0,2,-7
GAA850 FXN act,0.4,3.2,0.4,-0.8,5.3,-1.1,0.1,2.4

The list goes on; the last 4 above are carried over.
#37 O=C(Nc1nc2c(s1)CCc1ccccc1-2)c1ccco1
#38 C/C(CC(=O)Nc1ccccc1Br)=N\NC(=O)C(=O)N1CCCC1
#39 COC(=O)C1=C(C)N(Cc2ccccc2)C(=O)/C1=C\c1ccco1
#40 O=C(c1cc(-c2cccc(Cl)c2)nc2ccccc12)N1CCN(c2ccccn2)CC1
#41 O=[N+]([O-])c1cccc(CN2C[C@@]34C=C[C@@H](C[C@@H]3S2(=O)=O)O4)c1
#42 CCN(C[C@H]1N[C@@](CC)(C(=O)OC)[C@H]2C(=O)N(C)C(=O)[C@@H]12)C(=O)c1ccccc1
#43 CCOC(=O)C1CCCN(C(=O)c2ccc(C)c(F)c2)CC1 (stereo not drawn)
#44 O=C(N/N=C/c1ccco1)c1cccc(NC(=O)c2cccc(Cl)c2)c1
#45 C=CCNC(=O)C1CCN(S(=O)(=O)c2cccs2)CC1
#46 Cc1cccc(CN2CCN(CC(=O)O)C2=O)c1

compound no.,37,38,39,40,41,42,43,44,45,46
hcDAF12 agonist,2.9,-1.4,-1.0,-2.5,-1.9,-0.1,-1.3,-1.8,-0.3,0.3
hgDAF-12 ag,7.3,2.8,-0.8,-3.4,1.1,4.8,0.6,0.8,0.6,-1.5
DAX1 inh-1,-0.5,-0.2,-0.6,-3.0,0.7,0.3,-0.1,-0.3,-1.7,1.3
PG9 Ab binder,0.5,0.3,-1.9,-1.1,-2.5,-1.8,-0.2,-0.2,-2.9,-13
ssDAF12 agonist,0.3,-1.4,-1.8,-1.7,-1.1,-1.0,-1.4,-1.0,-0.5,-1.5
DAX1 inh-2,1.4,0.6,-3.1,0.0,2.6,0.2,.,-0.7,0.2,0.9
NR1D1 modulator,3,3,5,0,-1,-7,-11,1,-4,-6
SMARCA2 activ,3,-2,5,-2,2,-1,-2,0,2,-3
sPLA2-III inh,-17,-2,-3,-6,0,5,1,2,0,14
PLCb3 inh,-46,0,2,-7,4,3,1,-5,-4,3
GAA850 FXN act,5.3,-1.1,0.1,2.4,1.5,-0.5,0.2,1.1,-0.3,1.9
